# Tau fibril FP = inhibitors of human tau fibril formation | K18 P301L tau heparin fibrillization, Alexa594 FP, 6 h | Potency, µM (titrated, usually from 57.7 µM), inactives show top-dose activity, negative = inhibition, hits mostly inhibitors | actives 0.39% (n = 280,000) | AID 1468; also: % is scaled to controls: 0 for no effect and ±100 for the full control effect; nearly all actives have a fitted effect of over 55% in size
# Target sequence (P10636 561-689 P618L limits assumed): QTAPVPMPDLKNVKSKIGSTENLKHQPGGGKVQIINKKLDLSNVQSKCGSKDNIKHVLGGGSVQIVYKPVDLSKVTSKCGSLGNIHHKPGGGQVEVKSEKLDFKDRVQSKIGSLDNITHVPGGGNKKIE
#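 Steps: dispense K18 P301L tau (15 uM plus 0.24 uM Alexa 594 tracer, final) in pH 7 sodium acetate; add compound; add heparin (20 uM final); incubate 6 hr, 37 C; add ThT (30 uM final); after 1 hr ambient, read FP.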
# TR SRC2 fluor cs = counter-screen for TRb-SRC2 inhibitors: fluorescence interference | TRb/SRC2 Texas Red total fluorescence interference | Potency, µM (series often up to 106 µM), without a hit: at the top dose fluorescence change, negative = quenching | actives 0.29% (n = 280,000); active = well fitted curve in either direction with a large enough effect; inconclusive = small, poorly fitted or top-dose-only effect; also: % is scaled to controls: 0 for no effect and ±100 for the full control effect
#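 Flags fluorescent or light-absorbing compounds by total fluorescence, S + 2P, at 555 nm excitation and 632 nm emission. Mixture: 20 nM Texas Red SRC2 peptide, 0.6 uM human TRb LBD, 1 uM T3, 5% DMSO; compound exposure 5 h at ambient temperature.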
# RECQ1 inh = RECQ1 (human) helicase inhibition | AID 2549 | actives 0.54% (n = 240,000) | P46063 | Potency, µM (doses to about 57.3 µM), inactives show at the highest dose activity, negative = inhibition, usual class: inhibitors | RECQ1 DNA unwinding, red fluorescence kinetic read;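 also: plate controls were vehicle for no effect and no enzyme for full effect; nearly all actives have a fitted effect of over 30% in size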
# Target sequence (P46063 whole entry, looked up): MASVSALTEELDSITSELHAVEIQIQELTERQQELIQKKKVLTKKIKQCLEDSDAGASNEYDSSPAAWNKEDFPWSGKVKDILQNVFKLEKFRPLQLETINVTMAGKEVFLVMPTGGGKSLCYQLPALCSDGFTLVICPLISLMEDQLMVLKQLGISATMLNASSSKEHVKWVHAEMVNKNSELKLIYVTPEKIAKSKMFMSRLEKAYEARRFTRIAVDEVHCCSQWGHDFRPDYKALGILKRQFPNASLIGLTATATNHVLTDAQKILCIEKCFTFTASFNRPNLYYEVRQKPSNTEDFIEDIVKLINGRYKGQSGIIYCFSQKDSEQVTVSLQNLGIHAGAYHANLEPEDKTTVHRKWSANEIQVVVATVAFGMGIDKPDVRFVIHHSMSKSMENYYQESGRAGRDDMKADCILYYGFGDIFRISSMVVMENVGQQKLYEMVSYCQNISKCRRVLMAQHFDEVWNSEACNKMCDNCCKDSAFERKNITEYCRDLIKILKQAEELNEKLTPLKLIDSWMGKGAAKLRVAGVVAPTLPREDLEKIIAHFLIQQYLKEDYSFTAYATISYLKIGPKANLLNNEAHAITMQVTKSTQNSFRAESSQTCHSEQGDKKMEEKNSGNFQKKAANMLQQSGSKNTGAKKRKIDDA
#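 50 nM RECQ1T1 preincubated 15 min with compound in Tris pH 8.0 buffer with MgCl2, DTT, Tween-20 and 2.5 ug/ml poly(dI-dC); started with 200 nM TAMRA/BHQ-2 forked duplex and 2 mM ATP. Unwinding read as fluorescence (525/598 nm), two reads 2 h apart.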
# Tau fluor counter = counter-screen for tau fibril formation inhibitors. tau K18 P301L Alexa594 fluorescence, heparin fibrillization. Potency, µM (doses to about 57.7 µM), without a hit: at the highest dose activity change, negative = decrease. actives 0.93% (n = 280,000). AID 1463; also: % is scaled to controls: 0 for no effect and ±100 for the full control effect; nearly all actives have a fitted effect of over 55% in size
#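 Human K18 P301L tau (15 uM unlabeled plus 0.24 uM Alexa 594-labeled, final) in 100 mM sodium acetate pH 7 was mixed with compound and 20 uM heparin and incubated 6 hr at 37 C.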
# Tau ThT inhib = inhibitors of human tau fibril formation, thioflavin T binding. Potency, µM (highest dose often 57.4 µM), without a hit: at the top dose activity, negative = inhibition, most hits filed as inhibitors. AID 1460. actives 2.1% (n = 270,000). P10636. recombinant tau K18 P301L (four-repeat tau fragment), heparin-induced fibrillization, ThT fluorescence; also: % is scaled to controls: 0 for no effect and ±100 for the full control effect; nearly all actives have a fitted effect of over 55% in size
#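 Heparin-induced (20 uM) aggregation of recombinant human K18 P301L tau, 15 uM unlabeled with 0.24 uM labeled, pH 7 acetate buffer, 6 hr at 37 C with compound. Fibrils quantified by 30 uM ThT fluorescence after 1 hr ambient incubation.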
# HTT ATP protect = protects HTT-Q103 PC12 cells, measured by ATP. AID 1471. Potency, µM (doses to about 56.4 µM), inactives show cytoprotection (ATP increase), actives largely listed as activators. PC12 HTT-Q103 induced, cytoprotection, ATP luminescence, 40 h. actives 0.14% (n = 230,000);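 also: % of control where 0% means no effect; nearly all actives have a fitted effect of over 45% in size; toxic huntingtin expression switched on by the ecdysone agonist tebufenozide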
#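 Huntington model: PC12 line, ecdysone-inducible HTTQ103 exon1–GFP, tebufenozide 100 nM. Test articles in a dose series. Endpoint luminescence from cellular ATP.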
# TRb SRC2 PPI = inhibitors of human thyroid hormone receptor beta-SRC2 interaction. P10828. TRbeta-SRC2 peptide binding, fluorescence polarization; receptor liganded with 1 µM T3. Potency, µM (series often up to 106 µM), without a hit: at the top dose activity change, negative = inhibition, most hits filed as inhibitors. actives 0.065% (n = 280,000);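 also: plate controls were bound peptide for no effect and peptide without receptor for full effect; nearly all actives have a fitted effect of over 50% in size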
#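 Binding of a 20-amino-acid Texas Red SRC2 peptide (20 nM) to TRb ligand-binding domain (0.6 uM) with agonist T3 at 1 uM was followed by fluorescence polarization after a 5 hr room-temperature incubation.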
# L3MBTL1 block = blocks human L3MBTL1; Q9Y468; AlphaScreen L3MBTL1–H3K9me1 peptide binding; Potency, µM (doses to about 57.1 µM), for inactives: at the highest dose activity, negative = inhibition, usual class: inhibitors; actives 0.66% (n = 230,000); AID 485360; also: % is scaled to controls: 0 for no effect and ±100 for the full control effect; nearly all actives have a fitted effect of over 60% in size
#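 AlphaScreen proximity signal between nickel-chelate acceptor and streptavidin donor beads (final 10 ug/mL) reports binding of 50 nM L3MBTL1 to 75 nM biotin-H3 K9me1 peptide; complex incubated with compounds 30 min at room temperature; cefsulodin titration as control.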
# Numbers without * were called inactive; i = inactive; ? = inconclusive; · = no result given; [ ] = dose if it differs, or a comment. Unless noted, calls follow the shape of the dose curve; as a rule, active = well fitted curve in the direction sought with a large enough effect; inconclusive = small, poorly fitted or top-dose-only effect, or another doubt; inactive = no such curve, though single readings can be large; an effect the other way counts as inactive or inconclusive. Potency is read from the fitted curve at half-maximal effect. Not all compounds are listed (hit frequency here may not be typical).
SMILES,Tau fibril FP,TR SRC2 fluor cs,RECQ1 inh,Tau fluor counter,Tau ThT inhib,HTT ATP protect,TRb SRC2 PPI,L3MBTL1 block
O=C(O)C(CC1CCCCC1)N1CCS(=O)(=O)CC1 (configuration not stated),8%,0%,-2%,9%,3%,-38%[10 µM],2%,12%
CN1CCN(C(=O)/C(=C/c2ccccc2)c2ccccc2)CC1,-11%,1%,-5%,-10%,0%,10%,3%,·
O=C(Nc1cccc(S(=O)(=O)N2CCCCCC2)c1)c1ccc2c(c1)OCO2,?,0%,1%,?,1%,4%[10 µM],7%,-8%
C/C(=N\O)C(=O)NCc1ccncc1,-4%,-1%,i,-9%,-8%,4%,-6%,0%
O=C(O)c1ccc2c(c1)N(Cc1cccc(F)c1)C(=O)CS2,6%,-5%,-6%,-3%,3%,-14%,-2%,1%
CC/C=C\C/C=C\C/C=C\C/C=C\C/C=C\C/C=C\CCC(=O)NCCO,11%,-1%,-4%,-5%,-6%,-2%,-3%,·
COC(=O)c1c(NC(=O)Cc2cccs2)sc(C(=O)N2CCCCC2)c1C,2%,1%,i,-8%,-12%,-2%[10 µM],-3%,-18%
COc1cccc(N2CC(=O)N(NC(=O)CSc3nc(C)cc(C)c3C#N)CC2=O)c1,-3%,0%,i,-7%,-5%,·,6%,5%
CN(C1CCS(=O)(=O)C1)S(=O)(=O)c1ccccc1 (configuration not stated),7%,-12%,-8%,3%,3%,-10%[10 µM],-3%,36%[activator]
CC(C)CCNC(=O)c1cccc(S(=O)(=O)N2CCc3ccccc32)c1,-2%,-1%,i,-27%,-10%,5%,-15%,·
Cc1ccc(NC(=O)CSc2nccn2C)cc1S(=O)(=O)N1CCOCC1,4%,0%,-7%,6%,3%,37%[10 µM],0%,4%
N[C@]1(C(=O)O)CCc2cc(C(=O)O)ccc21,-11%,0%,16%,-14%,?,2%,3%,·
Cc1cccc(NC(=O)c2cc3n(n2)C(C(F)(F)F)CC(C2CC2)N3)c1C (configuration not stated),-3%,-9%,-11%,-3%,2%,3%[10 µM],-2%,3%
O=C(Cc1ccc(Cl)cc1)NNC(=S)NC(=O)c1cccnc1,4%,-4%,i,5%,-5%,·,-4%,12%
CCCCC(=O)Nc1cccc(NC(=O)CC)c1,-1%,-3%,1%,-3%,3%,4%,-4%,·
COc1ccc(NS(=O)(=O)c2cc(NC(=O)c3cnccn3)ccc2OC)cc1Br,6%,-5%,i,-23%,-11%,-37%[inhibitor],-5%,-16%
CC(=O)OC1C2CCC1C([N+]1(C)CCCCC1)CC2 (configuration not stated),1%,-1%,-9%,-2%,0%,-18%,2%,·
Nc1c([N+](=O)[O-])cc(-c2cnc[nH]2)cc1[N+](=O)[O-],12%,-1%,-1%,-15%,?,-35%[inhibitor],6%,-17%
CCN(CC)c1ccc(NC(=O)CN2CCN(c3nc(C)cc(C)n3)CC2)cc1,4%,1%,-2%,6%,6%,10%,14%,?
COc1cccc(Nc2nc3ccc(C(=O)c4ccccc4)cc3n3cnnc23)c1,3%,0%,i,-15%,8%,-11%[10 µM],3%,-1%
CCc1cc2c(=O)c(-c3cscn3)coc2c(CN(C)C)c1O,6%,1%,-10%,-5%,-1%,-37%[10 µM],3%,7%
Cc1ccc(NC(=O)Cn2nc(C(F)(F)F)c3c2CCC3)cc1,4%,-2%,i,-11%,4%,10%,5%,·
CC(C)(C)C(=O)N1CCN(c2ccc([N+](=O)[O-])c(NCc3cccnc3)c2)CC1,1%,-1%,i,4%,?,-13%[10 µM],6%,-10%
Cc1ccc(C)c(CN2C(=O)C3CCCN3c3ccc(S(=O)(=O)N4CCOCC4)cc32)c1 (configuration not stated),1%,-2%,-6%,-3%,-5%,-14%,9%,-3%
CCSc1nc2c(c(=O)[nH]c(=O)n2C)n1C,-3%,0%,-9%,5%,3%,-12%[10 µM],-22%,-2%
# (list continues)
SMILES,Tau fibril FP,TR SRC2 fluor cs,RECQ1 inh,Tau fluor counter,Tau ThT inhib,HTT ATP protect,TRb SRC2 PPI,L3MBTL1 block
Cc1onc(-c2ccccc2)c1C(=O)NCc1cccs1,-2%,-2%,-5%,-9%,-13%,-8%,5%,·
CCOC(=O)/C(C#N)=N/Nc1ccccc1OC,1%,-2%,1%,2%,-1%,25%[10 µM],-1%,-6%
COc1ccc2c(c1)CCc1c(C(=O)Nc3c(C)n(C)n(-c4ccccc4)c3=O)noc1-2,-4%,-3%,i,-5%,?,-26%,-16%,-4%
Nc1cccc(-n2nncc2-c2ccc(Cl)cc2)c1,-3%,-4%,i,-13%,-4%,-18%,3%,-9%
CCOC(=O)C(C)N1N=C(/C=C/c2ccc(C)cc2)CCC1=O (configuration not stated),4%,0%,i,-12%,-17%,-12%,-12%,0%
Cc1ccc(Sc2c(C=O)c3ccccc3n2C)cc1,-15%,-1%,-3%,-18%,?,-3%[10 µM],-21%,41%[activator]
Cc1ccccc1/C=N/NC(=O)CSc1nc2ccccc2o1,0%,-1%,-19%,-9%,-7%,4%[10 µM],3%,6%
Cc1ccc(S(=O)(=O)N2CCOCC2)cc1C(=O)NCc1cn2ccsc2n1,-5%,0%,-9%,-2%,1%,-1%,2%,-4%
CCn1cc2nc(SCc3ccccc3F)n(Cc3ccc(C)cc3)c(=O)c2n1,5%,-1%,·,-19%,-11%,·,9%,·
COc1ccc(NS(=O)(=O)c2cc(NC(=O)c3cccc(OCc4c(C)noc4C)c3)ccc2OC)cc1,?,2%,-4%,?,7%,-8%[10 µM],3%,3%
COc1cc(OC)c2c(-c3cccc(-c4ccc(OC)c(F)c4)c3)cc(=O)oc2c1,-16%[81.3 µM],-12%,i,-27%[81.3 µM],-16%[81.4 µM],-280%[inhibitor],4%,0%
O=C(O)c1ccccc1OCCOCCOc1ccccc1C(=O)O,6%,4%,0%,5%,5%,13%,-1%,·
CCOC(=O)c1cc(C)nc(S(C)(=O)=O)c1C#N,6%,-2%,-12%,-15%,?,8%[10 µM],-7%,3%
Cc1noc(C)c1S(=O)(=O)N(C)Cc1ccccc1,0%,-2%,i,-9%,-5%,-14%,-1%,·
COc1ccc(CNC(=O)c2ccc3c(c2)N(Cc2ccc(C)cc2)CCS3)cc1,?,-2%,·,?,-5%,·,-12%,·
COc1ccc2cc3cc(C(=O)Nc4ccccc4N4CCN(C)CC4)oc3nc2c1,4%,-6%,-10%,3%,1%,-7%,-12%,-2%
CCOc1cc(CNCCc2ccc(S(N)(=O)=O)cc2)cc(Cl)c1OCc1ccccc1,-2%,-2%,-12%,-27%,-22%,?,0%,0%
CCOC(=O)CNC(=O)CN1C(=O)CCSc2ccccc21,6%,0%,-1%,5%,-2%,0%[10 µM],2%,6%
COc1ccc(Nc2c3c(nc4ccc(NC(=O)c5ccc(F)cc5)cc24)CCCC3)cc1OC,8%,-1%,·,?,16µM*,·,-3%,·
O=C(O)Cc1nc(-c2cccnc2)sc1-c1ccc(Br)cc1,-8%,-7%,i,-15%,-17%,11%[10 µM],-6%,-5%
CCc1nnc(NC(=O)CCC(=O)NCc2ccccc2OC)s1,-9%,2%,i,-8%,1%,-2%,1%,3%
CC(C)[C@@H](CO)NC(=O)c1ccc2c3n(nc2c1)-c1ccc(Cl)cc1CO3,-3%,-3%,-2%,-11%,-12%,0%[10 µM],-9%,·
O=C(Oc1ccccc1)c1ccc(NC(=O)c2ccco2)cc1,-9%,-3%,-11%,-3%,-13%,0%[0.074 µM],6%,-5%
Cc1nn(-c2ccccc2)cc1/C=N/O,-2%,2%,-4%,1%,-10%,2%,7%,1%
O=C=Nc1ccc(Cl)c(Cl)c1,·,-5%,-1%,·,·,-176%[inhibitor],-5%,·

# Two of the compounds above, bar-delimited:
mol | Tau fibril FP | TR SRC2 fluor cs | RECQ1 inh | Tau fluor counter | Tau ThT inhib | HTT ATP protect | TRb SRC2 PPI | L3MBTL1 block
Cc1ccccc1/C=N/NC(=O)CSc1nc2ccccc2o1 | 0% | -1% | -19% | -9% | -7% | 4%[10 µM] | 3% | 6%
Cc1ccc(S(=O)(=O)N2CCOCC2)cc1C(=O)NCc1cn2ccsc2n1 | -5% | 0% | -9% | -2% | 1% | -1% | 2% | -4%

# Next part:
SMILES,Tau fibril FP,TR SRC2 fluor cs,RECQ1 inh,Tau fluor counter,Tau ThT inhib,HTT ATP protect,TRb SRC2 PPI,L3MBTL1 block
O=C(c1cc(COc2ccc(F)cc2Cl)on1)N1CCCC(OCc2cccnc2)C1 (configuration not stated),2%,-4%,i,-6%,2%,-10%,-7%,1%
CCCc1nnc(SCC(=O)N2CCCCC2C)n1CC (configuration not stated),3%,-1%,-7%,3%,-1%,31%,0%,0%
Cc1ccc(C(OCCN(C)C)c2cccc(C(F)(F)F)c2)cc1 (configuration not stated),2%,-2%,-5%,-3%,-4%,-23%[10 µM],-1%,7%
CC(=O)Nc1ccc(C(=O)CCl)cc1,·,-6%[201 µM],-12%,·,·,-84%[inhibitor],4%[201 µM],4%
Cc1ccccc1-c1nc2c(c(SCc3cccc(Cl)c3)n1)Cc1c(CO)cnc(C)c1O2,10%,-1%,·,0%,1%,·,6%,·
Cc1cc2cc(CN(Cc3cccs3)Cc3nnnn3CC3CCCO3)c(=O)[nH]c2cc1C (configuration not stated),11%,0%,-7%,-13%,-18%,-36%,0%,·
COc1ccccc1CNC(=O)c1ccc(CS(=O)(=O)c2c(Cl)cccc2Cl)o1,2%,-7%,·,-5%,-2%,·,-1%,·
Cc1ccc(N(C(=O)c2csnn2)C(C(=O)NC(C)(C)C)c2ccncc2)cc1 (configuration not stated),0%,1%,11%,-2%,-5%,4%,-1%,5%
COCCNC(=O)NC(=O)COC(=O)c1cccn1C,-8%,3%,-13%,-2%,-3%,-19%,6%,·
COC(=O)C(C)(C(=O)OC)c1ccc(C(F)(F)F)cc1[N+](=O)[O-],8%,-2%,i,5%,4%,4%[10 µM],-6%,-1%
COc1ccc(S(=O)(=O)N(Cc2ccccc2)Cc2nc(-c3ccccc3)no2)cc1,-7%,1%,-24%,-22%,2%,3%[0.074 µM],-15%,22%

# Bioassay records as filed in PubChem BioAssay.
